Screens deposited in PubChem BioAssay by National Center for Advancing Translational Sciences (NCATS).
Tau fluor cs – counter-screen for tau fibril formation inhibitors; tau K18 P301L Alexa594 fluorescence, heparin fibrillization; Potency, µM (top dose mostly 57.7 µM), for the others: at the highest dose activity change, negative = decrease; 280,000 compounds, 0.93% hits; also: nearly all actives have a fitted effect of over 55% in size
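Human tau K18 P301L (15 uM unlabeled, 0.24 uM Alexa 594-labeled) in 100 mM sodium acetate pH 7 with 20 uM heparin, 6 hr at 37 C. ThT 30 uM added, 1 hr ambient; Alexa 594 FP and total fluorescence read at 555/632 nm.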
Tau FP inhib – inhibitors of human tau fibril formation. P10636. K18 P301L tau heparin fibrillization, Alexa594 FP, 6 h. Potency, µM (titrated, usually from 57.7 µM), for the others: at the top dose activity, negative = inhibition, usual class: inhibitors. 280,000 compounds, 0.39% hits. AID 1468; also: nearly all actives have a fitted effect of over 55% in size
Target sequence (P10636 561-689 P618L limits assumed): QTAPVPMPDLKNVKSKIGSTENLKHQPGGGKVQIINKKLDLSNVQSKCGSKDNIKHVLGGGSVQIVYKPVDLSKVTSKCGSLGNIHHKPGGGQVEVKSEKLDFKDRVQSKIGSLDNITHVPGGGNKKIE
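Quantitative HTS format: compounds meet 15 uM recombinant K18 P301L tau and Alexa 594-tau tracer in 100 mM sodium acetate pH 7; 20 uM heparin triggers fibrillization at 37 C over 6 hr; FP gives the signal.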
TRb-SRC2 inh – TRbeta-SRC2 interaction inhibition; 280,000 compounds, 0.065% hits; AID 1469; Potency, µM (series often up to 106 µM), for inactives: at the top dose activity change, negative = inhibition, actives largely listed as inhibitors; TRbeta-SRC2 peptide binding, fluorescence polarization; receptor liganded with 1 µM T3;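 also: plate controls were bound peptide for no effect and peptide without receptor for full effect; nearly all actives have a fitted effect of over 50% in size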
Target sequence (P10828 whole entry, looked up): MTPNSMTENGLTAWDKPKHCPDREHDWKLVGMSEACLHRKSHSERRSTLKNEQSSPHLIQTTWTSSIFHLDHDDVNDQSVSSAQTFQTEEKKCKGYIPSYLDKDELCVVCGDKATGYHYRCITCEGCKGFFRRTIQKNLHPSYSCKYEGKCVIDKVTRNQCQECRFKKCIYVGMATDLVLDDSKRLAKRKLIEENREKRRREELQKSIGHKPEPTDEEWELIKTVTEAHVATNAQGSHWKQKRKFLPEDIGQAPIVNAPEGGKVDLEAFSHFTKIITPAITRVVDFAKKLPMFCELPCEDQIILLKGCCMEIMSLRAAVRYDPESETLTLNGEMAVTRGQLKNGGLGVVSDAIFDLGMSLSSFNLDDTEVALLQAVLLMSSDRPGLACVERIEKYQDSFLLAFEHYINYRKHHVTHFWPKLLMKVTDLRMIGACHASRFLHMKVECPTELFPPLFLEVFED
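A fluorescence polarization screen tested compounds at multiple concentrations against complex formation between 0.6 uM TRb ligand-binding domain and 20 nM Texas Red SRC2 peptide, with 1 uM T3 present; readout after 5 hr.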
aGal spleen mod – inhibits or activates alpha-galactosidase in human spleen homogenate; 240,000 compounds, 0.008% hits; human spleen homogenate, 4MU-alpha-Gal fluorescence, 40 min; AID 2107; Potency, µM (doses to about 80 µM), inactives show top-dose activity change, negative = inhibition, most hits filed as inhibitors;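 also: 0% = enzyme with vehicle and -100% = no enzyme basal signal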
Target sequence (P06280 32-429 limits assumed): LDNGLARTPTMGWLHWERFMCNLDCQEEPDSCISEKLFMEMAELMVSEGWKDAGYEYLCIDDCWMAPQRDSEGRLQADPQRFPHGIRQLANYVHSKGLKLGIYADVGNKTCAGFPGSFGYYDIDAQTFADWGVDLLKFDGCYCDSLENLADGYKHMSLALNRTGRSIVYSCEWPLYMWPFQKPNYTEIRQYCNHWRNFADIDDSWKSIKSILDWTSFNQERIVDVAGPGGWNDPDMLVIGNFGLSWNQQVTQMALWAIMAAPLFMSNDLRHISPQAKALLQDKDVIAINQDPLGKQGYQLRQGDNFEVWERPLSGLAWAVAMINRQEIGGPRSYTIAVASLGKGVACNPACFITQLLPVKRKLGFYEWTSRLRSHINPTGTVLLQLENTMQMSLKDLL
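Fluorogenic readout (Ex 365/Em 440 nm) of 4-methylumbelliferone released from 1 mM 4-MU-alpha-galactoside by spleen homogenate, 40 min at 37C, pH 5.0. Data normalized to no-enzyme and enzyme controls; Hill-equation AC50 from compound titrations.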
ALDH1A1 block – ALDH1A1 (human) enzyme inhibition; P00352; Purified ALDH1A1, NADH fluorescence, propionaldehyde substrate; Potency, µM (highest dose often 75.3 µM), without a hit: at the highest dose activity, negative = inhibition, most hits filed as inhibitors; 220,000 compounds, 7.3% hits; AID 1030; active = well fitted inhibition curve with a large enough effect, not every such curve was filed as active; inconclusive = small, poorly fitted or top-dose-only effect, or another doubt; inactive = no such curve, though single readings can be large or run the other way;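 also: plate controls were no enzyme wells and a reference inhibitor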
TexasRed fluor – counter-screen for TRb-SRC2 inhibitors: fluorescence interference; 280,000 compounds, 0.29% hits; Potency, µM (doses to about 106 µM), for inactives: at the top dose fluorescence change, negative = quenching; TRb/SRC2 Texas Red total fluorescence interference; active = well fitted curve in either direction with a large enough effect; inconclusive = small, poorly fitted or top-dose-only effect
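Flags fluorescent or light-absorbing compounds by total fluorescence, S + 2P, at 555 nm excitation and 632 nm emission. Mixture: 20 nM Texas Red SRC2 peptide, 0.6 uM human TRb LBD, 1 uM T3, 5% DMSO; compound exposure 5 h at ambient temperature.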
Tau fibril ThT – inhibitors of human tau fibril formation, thioflavin T binding; Potency, µM (doses to about 57.4 µM), inactives show top-dose activity, negative = inhibition, most hits filed as inhibitors; P10636; 270,000 compounds, 2.1% hits; AID 1460; recombinant tau K18 P301L (four-repeat tau fragment), heparin-induced fibrillization, ThT fluorescence; also: nearly all actives have a fitted effect of over 55% in size
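In this qHTS, human K18 P301L tau is incubated with compound and heparin for 6 hr at 37 C, and Thioflavin T fluorescence then reports fibril load.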
L3MBTL1 inh – blocks human L3MBTL1; Potency, µM (doses to about 57.1 µM), for inactives: at the top dose activity, negative = inhibition, usual class: inhibitors; 230,000 compounds, 0.66% hits; AlphaScreen L3MBTL1–H3K9me1 peptide binding; AID 485360; Q9Y468; also: nearly all actives have a fitted effect of over 60% in size
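AlphaScreen assay: L3MBTL1 (50 nM final) was preincubated 30 min at room temperature with biotinylated H3(1-15)K9me1 peptide (75 nM final), then 30 min with library compounds; streptavidin donor and nickel chelate acceptor beads (10 ug/mL final) added, 30 min dark.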
Starred values were filed as active, the others as inactive; ? = inconclusive; / = no result given; [ ] = dose if it differs, or a comment. Unless noted, calls follow the shape of the dose curve; as a rule, active = well fitted curve in the direction sought with a large enough effect; inconclusive = small, poorly fitted or top-dose-only effect, or another doubt; inactive = no such curve, though single readings can be large; an effect the other way counts as inactive or inconclusive. Unless noted, % is scaled to controls: 0 for no effect and ±100 for the full control effect; potency is read from the fitted curve at half-maximal effect.

Order of results: aGal spleen mod | L3MBTL1 inh | ALDH1A1 block | Tau fluor cs | Tau fibril ThT | Tau FP inhib | TexasRed fluor | TRb-SRC2 inh
> Nc1ccc(C(=O)OCC(=O)N2c3ccccc3Sc3ccccc32)cc1[N+](=O)[O-]
 : -3.7% | -4.1% | 9.4% | ? | -3.1% | ? | -1.3% | 1.5%
> COCc1cc(CN2CCCC2)c(O)c2ncccc12
 : -8.0% | 10µM* | -16.0% | -25.7% | ? | -12.7% | 2.6% | 4.5%
> CCCn1c(CCc2ccccc2)nnc1SCC(=O)N1CCCC1
 : -4.5% | -2.7% | -6.3% | -2.0% | -5.3% | 0.8% | -1.9% | -7.6%
> O=C(/C=C/c1ccco1)NC(=S)NNC(=O)c1ccco1
 : 7.7% | ? | ? | -21.1% | ? | -9.1% | -6.0% | -9.7%
> CCOc1cc(/C=N/NC(=O)NN(C)c2ncc(C(F)(F)F)cc2Cl)ccc1O
 : 7.5% | / | 9.5% | -25.9% | -9.7% | 1.6% | -0.2% | 9.8%
> N/C(=N\OC(=O)c1cccc([N+](=O)[O-])c1)c1cccnc1
 : -6.9% | -9.5% | 1.3% | -7.1% | ? | 4.5% | 1.4% | -0.4%
> O=C(CSc1ccc2nnc(-c3ccc(F)cc3)n2n1)N1CCCc2ccccc21
 : 6.8% | 5.7% | 14.1µM* | -3.2% | -11.9% | 2.7% | -24.2% | 4.5%
> CCc1c(C(C)S(=O)(=O)c2ccc(C)cc2)[nH]c(=O)n1-c1ccc(OC(F)(F)F)cc1 (stereo unspecified)
 : -0.7% | / | -8.2% | -2.7% | -16.0% | 1.1% | -0.5% | 6.2%
> CCN(CC)S(=O)(=O)c1cccc(C(=O)OCC(=O)N2CC(=O)Nc3ccccc32)c1
 : 4.7% | -1.7% | 1.5% | -15.5% | -1.2% | -9.8% | -6.1% | -0.8%
> O=C(C(=O)N1CCN(c2cccc(Cl)c2)CC1)N1CCCCC1
 : -9.6% | 2.1%[11.4 µM] | -1.5% | -0.8% | 0.7% | -7.5% | 2.9% | 6.4%
> CS(=O)(=O)N1CCN(c2ccc(C(=O)NC34CC5CC(CC(C5)C3)C4)cc2[N+](=O)[O-])CC1
 : -1.7% | -0.6% | ? | -0.9% | -4.6% | -1.2% | -0.4% | -4.3%
> COc1ccc(N2CCN(C(=O)c3cnc(N4CCOCC4)c4ccccc34)CC2)cc1
 : / | / | / | -3.5% | -9.8% | 8.6% | ? | -18.3%
> COc1ccc(CC(=O)NCC(c2ccc(Cl)cc2)N2CCOCC2)cc1 (stereo unspecified)
 : / | / | / | 5.6% | 8.3% | 3.8% | -22.4% | 0.5%
> Cc1ccc(N(CC(=O)N/N=C/c2ccc(OC3CSC3)cc2)S(=O)(=O)c2ccccc2)cc1
 : -7.1% | -6.8% | 10.8% | ? | -2.7% | -11.8% | -4.2% | -2.6%
> O=C(NCCCN1CCOCC1)C(Sc1ccccc1)c1ccccc1 (stereo unspecified)
 : 1.0% | 2.5% | 6.1% | -1.7% | -8.4% | 7.6% | -0.2% | -1.6%
> CCOC(=O)COc1c(/C=N\O)cc(Cl)cc1OC
 : -8.2% | 6.0% | 5.9% | 1.5% | 1.2% | 6.1% | -1.7% | 10.6%
> C[C@H](NC(=O)c1nc[nH]c1C(=O)NC1CCN(C(=O)OC(C)(C)C)CC1)C(=O)OC(C)(C)C
 : -6.8% | 43.6% | ? | -9.4% | -15.6% | 1.5% | -0.8% | -8.7%
> COc1cccc(C2SCC(=O)N2c2ccc(Br)cc2)c1OC (stereo unspecified)
 : -2.7% | 7.2% | 0.7% | -14.8% | -4.5% | -1.0% | -2.5% | 5.5%
> O=C(Nc1nnc(CCN2CCCCC2)s1)c1ccccc1Cl
 : 7.4% | 20.4% | 4.7% | -7.0% | -9.5% | -4.0% | -0.9% | -2.2%
> Oc1c(Cl)cc(Cl)cc1/C=N/c1nc(-c2ccc(Cl)cc2)cs1
 : 1.1% | -6.5% | 10.0% | ? | ? | -2.9% | 2.6% | 2.6%
> O=C(N/N=C/c1cccnc1)c1ccccc1[N+](=O)[O-]
 : -1.3% | 9.8% | 1.3% | -0.4% | -4.7% | 5.6% | 0.5% | 6.0%
> CCNC(=O)c1cnc2sc(N3CCCCCC3)nn2c1=O
 : / | / | / | 2.3% | 2.5% | -3.5% | -1.9% | 2.3%
> CN(C)c1ccc(CC(=O)c2nc3ccccc3s2)cc1
 : 1.9% | -15.9% | 7.08µM* | -22.2% | ? | 3.3% | -0.5% | 6.6%
> COc1ccc(C(=O)C2CCCN(C(=O)Cn3ccc(C)n3)C2)cc1OC (stereo unspecified)
 : 5.0% | 14.9% | 3.5% | 0.7% | 1.3% | -7.1% | -2.2%[53 µM] | -0.8%[53 µM]
> COc1ccc(OC)c(Cc2nnc(CCC(=O)N3CCCCCC3)o2)c1
 : 4.2% | 1.4% | ? | 4.1% | -0.3% | ? | -2.5% | 0.0%
> COc1ccc(NC(=O)CSc2nc(-c3ccc(OC)cc3)[nH]c2-c2ccc(F)cc2)cc1
 : / | / | / | ? | -9.5% | -9.1% | -0.5% | -4.4%
> O=C(CP(=O)(c1ccccc1)c1ccccc1)Nc1nc2ccc(Cl)cc2s1
 : -17.7% | / | / | ? | / | -15.9% | -1.1% | 0.6%
> Cc1cc(C)c(NC(=O)CC(C)(C)C)c(Cl)c1
 : 3.5% | 45.2%[activator] | -5.2% | -2.2% | 5.7% | -5.7% | 3.4% | -24.0%
> O=c1c(/C=N/O)coc2ccc(Cl)cc12
 : 6.2% | / | / | 2.1% | / | 4.5% | -1.1% | 6.1%
> CCN(CCO)C1CC(=O)N(c2ccccc2C)C1=O (stereo unspecified)
 : 3.7% | -2.5% | 3.55µM* | -4.1% | ? | -3.0% | 0.1% | 1.6%
> COc1ccc(C(=O)/C=C/c2cc(OC)c(O)c(OC)c2)c(F)c1
 : 7.7% | -6.4% | ? | -3.9% | 4.0% | 0.2% | -6.2% | -12.9%
> CC1CN(C(=O)COC(=O)c2c(Cl)cccc2Cl)CC(C)O1 (stereo unspecified)
 : -2.8% | / | -1.1% | 2.8% | -5.5% | 3.3% | -2.0% | -4.4%
> COC(=O)c1ccc(NC(=O)CCc2c(C)nc3c(c(C)nn3-c3ccc(C)cc3)c2C)cc1
 : / | / | / | -28.0% | ? | ? | -1.7% | 5.3%
> CC(O)CN(C)CC/C=C1/c2ccccc2CSc2ccccc21 (stereo unspecified)
 : 0.4% | -2.5% | 2.6% | -13.7% | -12.3% | 2.3% | -7.8% | 2.2%
> O=C(CN1CCN(Cc2ccc(Cl)cc2)CC1)N/N=C/c1cccc(F)c1
 : -1.8% | 3.3% | / | -6.1% | -5.3% | -2.2% | -2.9% | -3.4%
> CC[C@@H]1C(c2cccc(C)c2)=NN(c2ccccc2)[C@H]1C(=O)N1CCOC1=O
 : 12.9%[119 µM] | 35.2%[activator] | ? | ? | -9.6%[81.4 µM] | 17.2%[81.3 µM] | -1.6% | 0.5%
> O=C(O)CCn1cc(/C=C2\NC(=S)N(c3ccccc3)C2=O)c(-c2ccc(Br)cc2)n1
 : 2.9% | -6.3% | -6.3% | -15.4% | -14.7% | 2.3% | -2.6% | -3.5%
> CC(c1ccccc1)N1C(=O)c2ccccc2C1(O)Cc1ccccc1 (stereo unspecified)
 : -12.7% | -0.5% | -7.4% | -12.8% | -8.7% | 3.6% | -1.1% | 4.3%
> CC(C)c1nc2ccccc2n1CC(O)COC1CCCCC1 (stereo unspecified)
 : -12.9% | 6.6% | 28.2µM* | -1.3% | 2.1% | 1.9% | -2.2% | -4.5%
> CCN(Cc1ccc(OC)c(F)c1)C(=O)CCl
 : 8.7% | / | 0.355µM* | -1.2% | -5.8% | 5.0% | -6.5% | -0.9%
> O=[N+]([O-])c1c(Nc2ccccn2)cc(Cl)c2nonc12
 : 5.2% | / | / | ? | / | ? | 3.2% | 5.2%
> Cc1ccc(C(c2c(O)cc(C)n(Cc3ccco3)c2=O)N2CCC(C)CC2)cc1 (stereo unspecified)
 : / | / | / | -14.6% | ? | -9.3% | -1.0% | -1.1%
> C/C(=N\NC(=O)c1c[nH]c2ccccc12)c1ccco1
 : 2.7% | / | ? | -15.1% | ? | 0.2% | 1.1% | 7.5%
> COc1cc(Cl)c(NC(=O)c2cc3ccccn3n2)c(OC)c1
 : / | / | / | ? | ? | -2.6% | -1.5% | 5.1%
> CC(=NCc1ccncc1)C1=C(O)c2ccccc2C1=O
 : -13.6% | / | ? | -14.6% | ? | -5.2% | -0.5% | -0.5%
> O=C(NCc1cccc(Cl)c1)c1ccc2c(c1)SC1=NS(=O)(=O)CCN12
 : 4.6% | -2.8% | 1.2% | -6.1% | 5.1% | -0.6% | -6.5% | 1.5%
> Cc1ccc(C)n1-c1ccncc1
 : -4.7% | -0.2% | 8.4% | -0.3% | -9.3% | -0.9% | -0.9% | -2.0%
> Cc1ccc(C)c(CSC2=NCCN2C(=O)c2cccs2)c1
 : 3.9% | 18.9% | -10.6% | -14.7% | -1.2% | 4.7% | 0.4% | 6.7%
> COCCN(C(=O)c1ccccc1)c1nnc(-c2cccnc2)s1
 : 8.0% | 8.0% | -2.8% | -17.1% | ? | -12.4% | 1.0% | 2.1%
> CCC(C)Nc1nc(-c2cccc(OC)c2O)nc2ccccc12 (stereo unspecified)
 : -6.5% | 0.3% | 4.8% | 15.8µM*[quencher] | ? | ? | -19.6% | 0.4%

A different layout for some results above.
Molecule,aGal spleen mod,L3MBTL1 inh,ALDH1A1 block,Tau fluor cs,Tau fibril ThT,Tau FP inhib,TexasRed fluor,TRb-SRC2 inh
Cc1ccc(C)c(CSC2=NCCN2C(=O)c2cccs2)c1,3.9%,18.9%,-10.6%,-14.7%,-1.2%,4.7%,0.4%,6.7%
Cc1ccc(C)n1-c1ccncc1,-4.7%,-0.2%,8.4%,-0.3%,-9.3%,-0.9%,-0.9%,-2.0%
CC(=NCc1ccncc1)C1=C(O)c2ccccc2C1=O,-13.6%,/,?,-14.6%,?,-5.2%,-0.5%,-0.5%
COCCN(C(=O)c1ccccc1)c1nnc(-c2cccnc2)s1,8.0%,8.0%,-2.8%,-17.1%,?,-12.4%,1.0%,2.1%
